# Screening results deposited in PubChem by several laboratories.
# HIF-2a inh = inhibitors of HIF-2a. 786-0 RCC cells HIF-2a reporter, luciferase luminescence, overnight. inhibition, % at 18.8 µM. 0.72% of 360,000 active;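 active means inhibition of the luminescence signal of 40% or more relative to plate controls, in a single-dose primary screen at 18.75 µM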
# aDG glyco act = increases alpha dystroglycan glycosylation | activation, % at 10 µM | AID 624168 | Pro5-aDG cells, alpha-DG glycosylation AlphaScreen (IIH6); 0% Pro5, 100% B10-LARGE cell signal | 0.22% of 360,000 active;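 active means activation of at least 8% versus controls, or a plate z-score of at least 8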;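 further: Pro5 are CHO cells carrying HIG-tagged alpha-DG that lacks glycosylation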
# NR2E3 ag-1 = activates human NR2E3 receptor | Q9Y5X4 | CHO-S Gal4-NCOR/VP16-NR2E3 two-hybrid, luciferase | inhibition of corepressor binding, % at 3.98 µM | 0.35% of 360,000 active | AID 602229;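 active means inhibition above the mean of all tested compounds plus 3 SD, cut at about 70% in these data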;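 further: 0% = DMSO with NR2E3 transfected cells and 100% = cells lacking NR2E3 construct; higher means lower luciferase signal from less NR2E3 corepressor binding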
# Target sequence (Q9Y5X4 whole entry, looked up, the tested form may be a part): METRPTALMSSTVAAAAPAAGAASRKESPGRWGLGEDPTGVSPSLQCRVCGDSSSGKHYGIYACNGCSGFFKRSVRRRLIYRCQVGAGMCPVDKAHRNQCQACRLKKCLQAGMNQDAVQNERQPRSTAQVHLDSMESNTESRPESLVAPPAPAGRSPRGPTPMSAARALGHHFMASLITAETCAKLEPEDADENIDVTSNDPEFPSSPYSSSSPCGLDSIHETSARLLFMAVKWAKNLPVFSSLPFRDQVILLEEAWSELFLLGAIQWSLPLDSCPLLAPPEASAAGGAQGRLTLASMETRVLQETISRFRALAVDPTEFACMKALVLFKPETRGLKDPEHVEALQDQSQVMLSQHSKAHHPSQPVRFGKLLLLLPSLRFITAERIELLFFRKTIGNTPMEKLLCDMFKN
# iPSC survival up = hiPSC single-cell survival enhancement | ATPlite luminescence; 100% = ROCK inhibitor wells, 0% = DMSO | survival enhancement, % at 20 µM | 0.044% of 360,000 active; in the data active means survival enhancement above about 18%;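 further: cells exposed to compounds for 16 hours before the ATP read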
# PDI inh = PDI (human) enzyme inhibition | P07237 | 0.052% of 350,000 active | inhibition, % at 10 µM | PDI insulin aggregation turbidity, A650, 90 min | AID 588391;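 active means mean inhibition across replicates of 30% or more, whatever share of single replicates reach that level; inconclusive means mean inhibition below 30% while every single replicate reaches 30%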;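 further: absorbance from insulin aggregation driven by PDI reduction with DTT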
# Target sequence (P07237 whole entry, looked up): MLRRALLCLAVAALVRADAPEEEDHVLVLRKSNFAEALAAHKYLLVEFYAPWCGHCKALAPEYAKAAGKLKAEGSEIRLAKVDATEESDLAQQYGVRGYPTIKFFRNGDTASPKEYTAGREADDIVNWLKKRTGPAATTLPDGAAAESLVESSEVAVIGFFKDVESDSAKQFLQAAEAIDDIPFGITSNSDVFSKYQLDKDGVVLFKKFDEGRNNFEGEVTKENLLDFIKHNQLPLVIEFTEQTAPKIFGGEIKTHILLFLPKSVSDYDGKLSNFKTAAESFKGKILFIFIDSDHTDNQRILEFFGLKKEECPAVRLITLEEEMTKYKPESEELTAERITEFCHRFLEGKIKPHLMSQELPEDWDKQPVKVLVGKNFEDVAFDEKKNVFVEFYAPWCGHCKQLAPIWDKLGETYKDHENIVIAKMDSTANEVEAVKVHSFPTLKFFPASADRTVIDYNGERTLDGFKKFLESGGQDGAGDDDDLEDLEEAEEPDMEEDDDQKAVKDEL
# Exocytosis inh = blocks lytic granule exocytosis; AID 651702; 0.66% of 360,000 active; TALL-104 LAMP-1 surface exposure, flow cytometry; cells stimulated with thapsigargin and PMA; inhibition, % at 10 µM;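 active means inhibition above about 55%, limit read from the data; inconclusive means no clear call, values can overlap the other calls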
# Peg3 prom inh = reduces Peg3 promoter-driven luciferase expression in HeLa; 1.7% of 360,000 active; inhibition, % at 20 µM; HeLa PEG-Prom luciferase reporter, luminescence, overnight;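 active means inhibition of at least 50% at 20 µM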
# TRPM1 prom inh = inhibitors of MITF-driven TRPM1 promoter in melanoma cells; inhibition, % at 12.5 µM; SK-MEL-5 TRPM1 promoter luciferase, 24 h; 0.83% of 330,000 active; AID 488899;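 active means mean inhibition across replicates of 60% or more, whatever share of single replicates reaches that level; inconclusive means some that reach 60%, reason not given; inactive means mean inhibition across replicates below 60%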; further: values of inactives mirror those of a sister screen read the other way
# Vif inh = HIV Vif inhibition; HEK293T cells, Vif self-association by quenched fluorescence, imaging, 24 h; inhibition, % at 7.49 µM; 0.35% of 340,000 active; AID 602346; in the data active means inhibition above about 50%, passing the limit was not always enough; inconclusive means no clear call, values can overlap the other calls; inactive means below about 31%; further: some results filed as inactive read as strong as hits
# NR2E3 ag-2 = agonists of human nuclear receptor NR2E3 | AID 2300 | 0.12% of 320,000 active | Q9Y5X4 | inhibition of corepressor binding, % at 4.78 µM | GST-NR2E3/biotin-RetCOR TR-FRET, 1536-well;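 active means percent inhibition above the cutoff of mean plus 3 SD of all tested compounds, set per screening campaign, cut at about 20% in these data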;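 further: 0% = DMSO wells and 100% = biotin wells as full block of FRET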
#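 System: GST-NR2E3 and biotin-RetCOR proteins; probe or stimulus: 7 nM biotin-RetCOR; doses: compound at 4.8 µM, single dose; schedule: Compound–protein incubation for 5 h at 4 °C; detection: time-resolved FRET; read-out: percent inhibition; controls: biotin wells as high control, 0.6% DMSO wells as low control; format: 1536-well plates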
# CaV13 FRET inh = Disruptors of the CACNA1D IQ motif to Ca2+-dependent inactivation inhibitor domain association, primary screening, Förster resonance energy transfer in intact living …; HEK cells, CFP/YFP FRET ICDI-IQ, plate reader, 10 min; percent FRET-ratio fall versus neutral wells; inhibition, % at 12.3 µM; 0.098% of 340,000 active;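 active means mean replicate inhibition of at least 30% and at least 1% of replicates passing that level; inconclusive means only one of the two criteria is met; inactive means neither criterion is met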;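 further: 0% = median of the neutral control wells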
# Starred values were filed as active, the others as inactive; u = inconclusive; x = no result given.
SMILES,HIF-2a inh,aDG glyco act,NR2E3 ag-1,iPSC survival up,PDI inh,Exocytosis inh,Peg3 prom inh,TRPM1 prom inh,Vif inh,NR2E3 ag-2,CaV13 FRET inh
COc1ccc(C(=O)NC(=S)NCc2ccc(-c3nc4ccccc4o3)cc2)cc1OC,-33,0.2,-18,-1.1,-2,-1,-78,-12,0,-2,-7
Cc1cc(CNC(=O)C(C)n2cc([N+](=O)[O-])cn2)c2ccccc2n1 (stereo unspecified),32,-0.4,-7,-0.4,-1,9,-4,-5,-2,3,-3
NC1=NC(=O)/C(=C/c2ccccc2OCC(=O)Nc2ccc(F)cc2)S1,2,-0.2,-4,-0.9,-1,-4,13,0,1,x,-10
CCOc1ccccc1NC(=O)COC(=O)CNS(=O)(=O)c1ccc(C)cc1,20,0.5,-7,-0.5,6,4,1,4,8,-2,-2
COc1ccc(C(=O)Nc2ccc3c(c2)OCCO3)c(OC)c1,-227,-0.3,-197,-3.2,-3,-4,-365,x,x,x,-6
CCc1ccccc1NC(=O)C1CCCN1S(=O)(=O)c1ccc(-c2ccc(=O)[nH]n2)s1 (stereo unspecified),17,-0.5,1,-0.2,4,-1,12,-2,-2,0,-6
COc1ccc2c(c1OC)C(=O)N(c1ccc(O)cc1)C2=O,-4,-0.5,4,-0.9,3,0,-17,-7,5,-2,-2
COc1ccccc1NC(=O)c1ccc(NC(=O)CSc2ncccn2)cc1,-28,0.0,-8,0.0,6,-2,-9,-7,-3,-2,8
C[C@@H]1ON(C)[C@H]2C[C@H]3c4cc(-c5cccc(F)c5)ccc4CCN3C(=O)[C@@H]12,4,-0.2,-31,-0.9,5,1,3,4,x,x,-4
Cc1ccc(SCCNC(=O)c2ccc(CN3CCOCC3)cc2)cc1,16,0.2,-3,-0.2,-1,1,18,18,7,2,-5
CN1CCN(CC(=O)N2c3ccccc3C(C)(c3ccc(Cl)cc3)CC2(C)C)CC1 (stereo unspecified),14,2.0,-6,-1.3,6,5,9,1,2,0,-2
COc1ccc(CN2CCN(C(=O)c3ccco3)CC2)c(OC)c1OC,12,0.0,12,-1.0,-1,-1,-5,x,27,-1,-15
O=Cc1ccc(OCc2cccc(C(F)(F)F)c2)cc1O,-107,-0.1,-14,1.2,-10,0,0,1,3,1,-5
COc1ccc(/C=C(\C#N)C(=O)NCC(c2ccc(F)cc2)N2CCOCC2)cc1 (stereo unspecified),6,0.1,-26,-0.8,1,8,6,2,-8,4,-5
CN(C)CC(C)(C)CNC(=S)Nc1cc(S(=O)(=O)N2CCOCC2)ccc1Cl,21,0.3,-7,-0.5,5,-1,6,-13,4,-3,-7
CC(=O)n1c(=O)c2ccccc2c(=O)n1-c1ccccc1,11,-0.1,-48,-0.2,-15,-2,16,4,-10,-2,-13
CCOc1ccc(C(=O)NC(=S)NCc2cccnc2)cc1[N+](=O)[O-],14,0.3,-14,5.1,0,-13,11,-14,-3,2,-14
CCOC(=O)c1c(S(=O)(=O)N2CCCC(C)C2)c(C)n(C)c1C (stereo unspecified),12,0.2,-1,0.1,8,0,-13,9,-3,0,-4
CC(NC(=O)CC1Nc2ccccc2NC1=O)c1ccccc1 (stereo unspecified),-3,-0.1,-1,6.8,1,1,0,-1,-2,-1,-7
CCOC1=C2CN(S(=O)(=O)c3ccc(C)cc3)CC[C@@H]2N(S(=O)(=O)c2ccc(C)cc2)[C@H](c2ccccc2)C1,15,0.0,-2,0.1,x,-4,-1,x,x,x,-5
Cn1cc(/C=N\O)nc2c(=O)n(-c3ccccc3)c(=O)nc1-2,20,-0.1,-18,-0.9,-8,-2,4,1,-2,2,-8
Cc1ccnc(NC(=O)c2ccc3c(c2)S(=O)(=O)c2ccccc2C3=O)c1,-124,-0.2,-12,0.4,11,2,-117,-31,-2,1,1
COCCOc1cc(-n2ccnc2SC)c(Cl)cc1Cl,13,-0.1,-9,-1.0,2,8,10,7,-10,-3,-1
Cc1ccc(-c2cc(C(=O)N3CCCc4ccccc43)c3ccccc3n2)cc1,-98,0.0,6,-2.3,-4,1,-16,-11,-8,3,-8

# Copied from the results shown (10 entries):
SMILES,HIF-2a inh,aDG glyco act,NR2E3 ag-1,iPSC survival up,PDI inh,Exocytosis inh,Peg3 prom inh,TRPM1 prom inh,Vif inh,NR2E3 ag-2,CaV13 FRET inh
COc1ccc(C(=O)NC(=S)NCc2ccc(-c3nc4ccccc4o3)cc2)cc1OC,-33,0.2,-18,-1.1,-2,-1,-78,-12,0,-2,-7
Cc1cc(CNC(=O)C(C)n2cc([N+](=O)[O-])cn2)c2ccccc2n1 (stereo unspecified),32,-0.4,-7,-0.4,-1,9,-4,-5,-2,3,-3
NC1=NC(=O)/C(=C/c2ccccc2OCC(=O)Nc2ccc(F)cc2)S1,2,-0.2,-4,-0.9,-1,-4,13,0,1,x,-10
CCOc1ccccc1NC(=O)COC(=O)CNS(=O)(=O)c1ccc(C)cc1,20,0.5,-7,-0.5,6,4,1,4,8,-2,-2
COc1ccc(C(=O)Nc2ccc3c(c2)OCCO3)c(OC)c1,-227,-0.3,-197,-3.2,-3,-4,-365,x,x,x,-6
CCc1ccccc1NC(=O)C1CCCN1S(=O)(=O)c1ccc(-c2ccc(=O)[nH]n2)s1 (stereo unspecified),17,-0.5,1,-0.2,4,-1,12,-2,-2,0,-6
COc1ccc2c(c1OC)C(=O)N(c1ccc(O)cc1)C2=O,-4,-0.5,4,-0.9,3,0,-17,-7,5,-2,-2
COc1ccccc1NC(=O)c1ccc(NC(=O)CSc2ncccn2)cc1,-28,0.0,-8,0.0,6,-2,-9,-7,-3,-2,8
C[C@@H]1ON(C)[C@H]2C[C@H]3c4cc(-c5cccc(F)c5)ccc4CCN3C(=O)[C@@H]12,4,-0.2,-31,-0.9,5,1,3,4,x,x,-4
Cc1ccc(SCCNC(=O)c2ccc(CN3CCOCC3)cc2)cc1,16,0.2,-3,-0.2,-1,1,18,18,7,2,-5

# (continued)
SMILES,HIF-2a inh,aDG glyco act,NR2E3 ag-1,iPSC survival up,PDI inh,Exocytosis inh,Peg3 prom inh,TRPM1 prom inh,Vif inh,NR2E3 ag-2,CaV13 FRET inh
CC1=C(C(=O)N2CCOCC2)CC(CC(=O)NCc2cccc3ccccc23)C(=O)N1Cc1ccc(C(C)(C)C)cc1 (stereo unspecified),-2,-0.1,-2,-1.2,x,-1,8,x,x,x,-4
CC(C)OC(=O)CSc1nnnn1-c1ccc2c(c1)OCCO2,-79,0.4,-94,1.9,-2,-1,-119,-45,7,0,-5
S=C(NCCCN1CCOCC1)N1CCN(c2nc(-c3ccccc3)cs2)CC1,1,1.3,20,0.6,2,8,-4,8,-11,2,-22
CCC(=O)Nc1nonc1-c1nc2ccccc2n1Cc1cccc2ccccc12,11,-0.2,16,-0.6,2,2,10,34,x,0,x
Cc1cc(C)n(-c2nc3ccccc3nc2Nc2ccc3c(c2)OCO3)n1,-22,-0.3,-3,-1.1,5,0,-9,-9,40,3,-7
CC1CC(C)CN(C(=O)COC(=O)c2ccc3ccccc3n2)C1 (stereo unspecified),11,0.0,-1,-0.3,-1,0,13,-1,-2,-6,-5
COc1ccc(CCNC(=O)C2(C)CCC(=O)N2Cc2ccc(C)cc2)cc1OC (stereo unspecified),16,0.0,-11,-0.5,10,4,6,0,1,-3,-2
C[C@@H]1CN([C@@H](C)CO)C(=O)c2cc(Br)cnc2O[C@H]1CN(C)S(=O)(=O)c1cccs1,2,0.0,-6,2.3,-3,-7,7,x,-3,x,-5
CN1CCN(c2ccc(CNC(=O)c3cc4ccccc4o3)cc2)CC1,-46,-0.1,-6,-0.4,-1,-7,-30,-11,-9,1,-5
CSc1ncccc1C(=O)Nc1ccncc1,8,0.0,-22,1.0,3,-4,24,-12,9,2,-2
O=C(NCCN1CCOCC1)c1cccc(S(=O)(=O)N2CCCCC2)c1,4,-0.2,3,-0.5,-33,9,6,-1,-2,1,-6
O=C(CCNS(=O)(=O)c1cccs1)N1CCCCCC1,-134,0.1,-52,8.1,12,-1,-120,-42,3,4,x
CCN(CC(=O)NCc1ccc(Cl)cc1)C(=O)CSc1ccccc1,10,0.0,11,0.2,-4,0,-3,7,-1,2,-15
O=C(O)CNCC1COc2ccccc2O1 (stereo unspecified),0,0.0,-19,-1.0,19,0,-4,5,-1,4,-6
COc1cc2[nH]c(C(=O)NCc3ccccc3)cc2c(OC)c1OC,-3,0.2,-12,0.7,2,7,-2,6,12,-2,-16
O=C(CSc1nc(=O)[nH]c2c1CCCC2)Nc1cc(C(F)(F)F)cc(C(F)(F)F)c1,2,1.7,-25,-0.1,0,14,26,2,9,-1,-5
C=CCn1c(=S)sc2c(=O)[nH]c(C)nc21,24,-0.2,-10,0.3,-1,-5,4,x,4,2,-4
CC(C)(C)NC(=O)Cn1c(=O)n(CC(=O)NC(C)(C)C)c2ccccc21,5,-0.4,9,-0.2,-1,5,6,11,-7,0,1
CC(=O)N1CCCc2cc(S(=O)(=O)N3CCCC(C(=O)Nc4cccc(C)c4)C3)ccc21 (stereo unspecified),7,0.8,-14,0.8,13,-1,4,8,-2,-2,-15
COc1ccccc1NC(=O)c1ccc(C(=O)Nc2ccccc2OC)nc1,13,-0.1,16,0.8,4,0,16,-2,u,-1,-6
O=C1OC(c2ccccc2)=C/C1=C/N1CCOCC1,-46,0.2,-20,-2.5,-12,-2,-70,-42,-1,2,-10
Cc1cccnc1NC(=O)C(c1ccccc1)c1ccccc1,16,-0.2,2,1.3,-4,19,8,-4,0,0,-3
CC(C)Nc1c([N+](=O)[O-])c(=O)oc2ccccc12,11,0.5,-12,-1.7,-3,-2,7,1,-7,1,-3
C/C(=N\NC(=O)C1CC1c1ccccc1)c1cccc([N+](=O)[O-])c1 (stereo unspecified),-51,0.2,-2,-1.9,3,-3,-74,1,9,2,-5
O=C1C2CCCN2C(=S)N1C1CCCCC1 (stereo unspecified),21,0.0,9,0.4,0,-5,4,-5,1,4,-3
CCOc1ccc(CCNC(=O)CCCn2c(=O)c3cccn3c3cccnc32)cc1OCC,10,-0.1,-15,0.5,3,2,-10,-24,8,-1,-15
CCOC(=O)c1ccc(NC(=S)N2CCCC2)cc1,-20,-0.2,7,2.3,4,-1,-48,3,-7,1,3

# Not a hit list; overall some 3.5% were active at least once.
